# Pf Dd2 inh: Plasmodium falciparum Dd2 growth inhibition; P. falciparum Dd2 growth, SYBR Green, 72 h; Potency, µM (titrated, usually from 28.9 µM), inactives show at the top dose activity, negative = inhibition, actives largely listed as inhibitors; hit rate 4.3% among 120,000; AID 1347417; active = well fitted inhibition curve with a large enough effect; inconclusive = small, poorly fitted or top-dose-only effect; inactive = no such curve, though single readings can be large or run the other way;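 note: plate controls were DMSO vehicle for no effect and reference drug for full effect; nearly all actives have a fitted effect of over 65% in size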
#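 Readout: SYBR Green fluorescence, 485 nm excitation, 535 nm emission, after ~16 h lysis at 37C. Before that, Dd2-infected red cells (2.5% hematocrit) grew 72 h with compound, 29 uM top final concentration.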
# * marks the source's active call; other numbers are inactive results; i = inactive; ? = inconclusive; [ ] = remark or other dose. Potency is the fitted concentration of half-maximal effect.
SMILES | Pf Dd2 inh
Cc1ccc(-c2nnc(Nc3ccc(Br)cc3)c3ccccc23)cc1S(=O)(=O)NCC1CCCO1 (stereo not drawn) | 10µM*
CC(C)(C)C(=O)N1CCC(c2nnc(Cn3cncn3)n2C2CC2)CC1 | 0.6%
CC(C)CC(=O)N1CCCN(S(=O)(=O)c2ccccc2)CCC(=O)NCC1 | -8.4%
CCCC(=O)N1[C@@H]2CC[C@H]1CC(NC(=O)c1cnc(C)cn1)C2 (stereo partly drawn) | 10.0%
Cc1csc(NC(=O)c2nc3c(o2)CCN(Cc2c(F)cccc2F)CC3)n1 | i
O=C(c1ccco1)N1CCC(Oc2cccc(F)c2)C1 (stereo not drawn) | i
Cc1ccc(C2(C(=O)N3CCC4(CC3)CNC(C(=O)O)C4)CC2)cc1 (stereo not drawn) | 12.5%
CO[C@H]1C(=O)N(C(C)C)[C@H]1C1CCN(C(=O)c2ccc3ncccc3c2)CC1 | i
Cc1cccc(C)c1NC(=O)Cn1c(=O)n(-c2ccc(F)cc2)c(=O)c2c1cc(C)n2C | -22.8%
CN1CCN(c2ccc(-c3cc4c(ccn4C)c(C(=O)NCCc4ccccn4)n3)cc2)CC1 | i
CCNC(=O)N1CCCN(S(=O)(=O)c2ccccc2)CCC(=O)NCC1 | 0.2%
CCc1nn(-c2ccc(OC)cc2)c(Oc2ccccc2F)c1CCC(=O)NCCOC | i

# Overlap with the part before: four entries, then new ones.
SMILES | Pf Dd2 inh
Cc1cccc(C)c1NC(=O)Cn1c(=O)n(-c2ccc(F)cc2)c(=O)c2c1cc(C)n2C | -22.8%
CN1CCN(c2ccc(-c3cc4c(ccn4C)c(C(=O)NCCc4ccccn4)n3)cc2)CC1 | i
CCNC(=O)N1CCCN(S(=O)(=O)c2ccccc2)CCC(=O)NCC1 | 0.2%
CCc1nn(-c2ccc(OC)cc2)c(Oc2ccccc2F)c1CCC(=O)NCCOC | i
CC(C)NC(=O)Cc1cccn1-c1ccc(F)cc1 | ?
O=C(CSc1nc2ccccc2nc1Cc1ccc(Cl)cc1)NCCc1ccccc1 | -9.2%
COCCn1c(=N)c(C(=O)NC(C)c2ccccc2)cc2c(=O)n3cc(C)ccc3nc21 (stereo not drawn) | 9.8%
O=C(c1ccccn1)N1CCC(CCOc2ccccc2F)C1 (stereo not drawn) | i
CC(C)CCn1c(=O)c2sccc2n2c(CCCC(=O)Nc3ccc(C(C)C)cc3)nnc12 | ?
CCCc1nnc(N2C[C@@H](CCC)[C@H](C(=O)O)C2)s1 | -17.5%
CCOC(=O)c1cc2c(=O)n3ccccc3nc2n(CC2CCCO2)c1=NC(=O)c1ccccc1C (stereo not drawn) | i
CCOc1ccc(NC(=O)Cn2cc(S(=O)(=O)NC)c(S(=O)(=O)NC)c2)cc1 | 37.1%[activator]
O=[S+]1([O-])NC2(CCN(CC3CC3)CC2)COc2ccccc21 | 7.5%
Cn1nnc(-c2ccc(C(=O)N3CCC4(CCCO4)CC3)cc2)n1 | -13.4%
COCCn1c(CN2C(=O)N(C)C(=O)C2(C)C)nnc1C1CC(N)C1 (stereo not drawn) | -8.2%
CCOC(=O)N1CCc2c(sc3c2c(=O)n(Cc2ccccc2)c(=O)n3Cc2c(F)cccc2Cl)C1 | 3.16µM*
COc1ccc(-c2nc(SCC(=O)NC3CCCC3)c(-c3ccc(OC)cc3)[nH]2)cc1 | ?
CCOc1ccc(N(C(C)C(=O)NCCSc2ccc(C)cc2)S(C)(=O)=O)cc1 (stereo not drawn) | -2.2%
COC[C@@H]1CN(C(=O)c2cc(C)oc2C)C[C@H]1c1ccccn1 | 2.9%
Cn1nc(C(=O)N2CCCN(Cc3ccncc3)C(c3ccccc3)CC(=O)NCC2)c2ccccc21 (stereo not drawn) | ?
Cn1ccc(C(=O)N2CCC3(CC2)OC(=O)N(Cc2ccccc2C#N)C3(C)c2ccccc2)n1 (stereo not drawn) | ?
CCC(=O)N1CCC(n2nccc2NC(=O)Nc2ccccc2Cl)CC1 | -13.2%
Cc1ccc2c(c1)C(c1ccccc1)N(C(=O)COc1ccc(Cl)cc1Cl)CC(=O)N2 (stereo not drawn) | ?
CCNC(=O)N(C1CC1)C1CCOC2(CCN(C(=O)Nc3ccccc3)CC2)C1 (stereo not drawn) | i
Cc1cc(Nc2ncncc2-c2nc(-c3ccccc3)no2)ccc1F | i
CCN(CC)c1cc(CCC(=O)N2CCC(COC)CC2)ccn1 | 0.6%
O=C1Nc2ccccc2C12CN(Cc1ccc3ccccc3c1)C2 | -29.5%
COc1ccc(S(=O)(=O)N2CCCCC2)cc1C(=O)Nc1cccc(C(F)(F)F)c1 | i

# 4 compounds drawn at random from the list so far:
SMILES | Pf Dd2 inh
COc1ccc(S(=O)(=O)N2CCCCC2)cc1C(=O)Nc1cccc(C(F)(F)F)c1 | i
Cn1nc(C(=O)N2CCCN(Cc3ccncc3)C(c3ccccc3)CC(=O)NCC2)c2ccccc21 (stereo not drawn) | ?
COc1ccc(-c2nc(SCC(=O)NC3CCCC3)c(-c3ccc(OC)cc3)[nH]2)cc1 | ?
O=C1Nc2ccccc2C12CN(Cc1ccc3ccccc3c1)C2 | -29.5%

# Next entries.
SMILES | Pf Dd2 inh
Cc1noc(-c2ccn3c(CNC(=O)c4ccc(C)c(F)c4)nnc3c2)n1 | i
C[C@H]1[C@@H]2[C@@H](O)C([C@H](C)C(=O)NCc3ccco3)CC[C@@]2(C)CC[C@@H]1NC(=O)c1ccccc1 (stereo partly drawn) | -19.4%
CCCCCCN1CCC2(CC1)Cc1ccccc1CNC2=O | -7.3%
c1coc(CN[C@H]2CO[C@H]3[C@@H]2OC[C@@H]3n2nnnc2Oc2ccc(-n3cncn3)cc2)c1 | 26.9%
COc1ccc(C(=O)NC(C(=O)NC(C)C)C2CCN(C(=O)c3ccccc3)CC2)cc1 (stereo not drawn) | 4.9%
COc1ccc(-c2[nH]c(-c3cccc(OC)c3)nc2SCC(=O)NC2CCCC2)cc1 | 100.4%[activator][5.79 µM]
COc1ccc(-n2nc(C)c([C@H]3C=C[C@@H](OC(=O)N[C@H](C)c4ccccc4)C3)c2C)cc1 | 7.94µM*
O=S(=O)(c1cccs1)N1CCCCC1c1nc(CCOCC2CC2)no1 (stereo not drawn) | -21.1%
CC(=O)Nc1ccc(N(C(=O)Cn2nnc3ccccc32)C(C(=O)NCc2ccccc2)c2ccc(C)cc2)cc1 (stereo not drawn) | 11.2µM*
COc1cccc(N2CCN(c3ncnc4onc(-c5ccc(F)cc5)c34)CC2)c1 | 17.7%
Cc1nc2cc(C(=O)N3CCN(c4ccccc4C#N)C(=O)C3)ccc2s1 | -6.0%
C[S+](=O)([O-])N1CC2ON=C(C(=O)N3CCCC3)C2C1 (stereo not drawn) | 10.8%[44.1 µM]

# Copied from the list.
# Value for CCCCCCN1CCC2(CC1)Cc1ccccc1CNC2=O under Pf Dd2 inh: -7.3%
# Value for COc1cccc(N2CCN(c3ncnc4onc(-c5ccc(F)cc5)c34)CC2)c1 under Pf Dd2 inh: 17.7%

# Next entries
molecule	Pf Dd2 inh
COc1ccccc1NC(=O)C1=C(C)Nc2nc(SCc3ccccc3)nn2C1c1cccnc1 (stereo not drawn)	i
Cc1ccc(-n2ncc3c2CCCC3NS(=O)(=O)N2CCCC2)cc1C (stereo not drawn)	3.7%
COc1cccc(CN2CCC3(COc4ccccc4C(=O)N3)C2)c1 (stereo not drawn)	i
c1ccc(CNC[C@H]2Cn3c(-c4ccccc4)cnc3CO2)cc1	11.2µM*
O=C([C@@H]1C[C@H](Oc2cccnc2)CN1C(=O)Cc1cccc(F)c1)N1CCOCC1	36.4%[activator]
CCCNC(=O)N1CCC(c2noc(COc3ccc(C)cc3)n2)CC1	8.91µM*
Cc1ccc2sc(N(Cc3cccnc3)C(=O)Cc3ccccc3)nc2c1C	?
COCCNC(=O)Cn1c(=O)n(-c2ccc(C)c(C)c2)c(=O)c2c3c(sc21)CCCCC3	i
CCOC(=O)c1ccc(NC(=O)Nc2ccc3snnc3c2)cc1	i
Cc1ccc(NC(=O)Cn2nc(C)n3cccc3c2=O)c(C)c1	22.3%
CN(C(=O)c1ccc2c(Cl)c3c(nc2c1)CCC3)c1ccccc1F	-5.6%
O=C1NC(=NC2CCCC2)C2(CCN(Cc3cccnc3)C2)N1c1cc(F)cc(F)c1 (stereo not drawn)	?
CC(=O)NC[C@H]1COCc2nc3cc(NC(C)=O)ccc3n21	19.9%[44.1 µM]
CCNC(=O)N1CCCCCNC(=O)CC1c1ccccc1 (stereo not drawn)	19.7%
CCC(=O)N1Cc2ccccc2CC2(CCCN2C)C1 (stereo not drawn)	?
COc1ccc(NC(=O)N[C@H]2C[C@@H](C(=O)N[C@H](Cc3c[nH]c4ccccc34)C(N)=O)N(C(=O)c3cccn3C)C2)cc1	-21.9%
C[S+](=O)([O-])N1CC2(CCCCN2Cc2ccc(Cl)cc2)Cc2ccccc21 (stereo not drawn)	-26.9%
CCC(CC)NC(=O)[C@H]1CCC[C@H]1NC(=O)c1ccc(OC)nc1	-6.1%
Cc1cn2nnc(C(=O)N3CCC(C(=O)NC4CCCCC4)CC3)c2c(=O)[nH]1	-10.7%
COc1ccc(Cl)cc1NC(=O)N1CCCC(Cn2cnc3cccnc32)C1 (stereo not drawn)	?
CC1=C(C(=O)Nc2ccccc2)C(c2cccc(C)c2)N2C(CC(=O)NC(C)C)=CSC2=N1 (stereo not drawn)	-1.7%
O=C(CC1C(=O)NCCN1Cc1ccc(F)c(F)c1)NC1CCC1 (stereo not drawn)	-21.1%
COc1cccc(CNC(=O)c2cc(=O)[nH]c3ccc(S(=O)(=O)N4CCCC4)cc23)c1	21.9%
Cc1ccc(S(=O)(=O)NCCc2csc3nc(-c4ccccc4C)nn23)cc1	-0.9%
CN(C)C[C@@H]1CN(Cc2ccccn2)C[C@H]1NC(=O)c1cc(Cl)ccc1F	-5.5%
CC1CCC(NC(=O)Cn2ncc3c4ccccc4n(Cc4ccc(Cl)cc4)c3c2=O)CC1 (stereo not drawn)	-19.7%
COc1cccc(N2C(=O)NC(=NC3CCCC3)C23CCN(Cc2ccc(N(C)C)cc2)C3)c1 (stereo not drawn)	?
Cc1ccc(-n2ncc3c(NCCCN4CCOCC4)ncnc32)cc1Cl	17.3%
Cc1ccc(CNc2nc3ccccc3c3nc(-c4cccc(C)c4)nn23)cc1	8.2%
CCN1CCC2(Cc3ccccc3CN(C(=O)c3c(C)noc3C)C2)C1 (stereo not drawn)	?
O=C(Nc1ccc(F)cc1F)c1ccc2c(c1)CCN2S(=O)(=O)c1ccc(Cl)cc1	?
CCOC(=O)c1ccc(NS(=O)(=O)c2cc3c(cc2C)n(C)c(=O)c(=O)n3C)cc1	i
CS(=O)(=O)N1CCC2(CC1)CC(CC(=O)O)CCO2 (stereo not drawn)	-23.3%
CN(C)c1ccc(C(=O)N[C@H]2C[C@H]3C(=O)NC[C@@H](CCC(=O)NCc4ccc(F)cc4)N3C2)cc1	-6.1%
Cc1ccc(-c2cc3c(ccn3C)c(C(=O)NCc3cccnc3)n2)cn1	i
CCc1ccc(CNC(=O)c2sc3nc[nH]c(=O)c3c2C)cc1	16.1%
FC(F)(F)CN1C2CCC1CN(c1ncc(Br)cn1)C2	14.2%
COc1ccc(N2CCN(S(=O)(=O)CCNC(=O)c3c(F)cccc3Cl)CC2)cc1	12.0%
CCOCCn1c(=O)[nH]c2cc(C(=O)NCc3sc(C)nc3C)ccc21	-13.6%
O=C1CC2CCCC(C1)N2C(=O)c1ccc(F)cc1	12.8%[44.1 µM]
CC(C)NC(=O)N1CCC[C@@H](O)[C@H](NC(=O)c2ccc(OCc3ccccc3)cc2)C1	?
O=C(c1ccc(C(F)(F)F)cc1)N1CCC2(C1)C(=O)N(Cc1ccccc1)c1ccccc12 (stereo not drawn)	-14.9%
CCCN1CCN(C(=O)c2cc(-c3ccc(F)cc3)cn2CC)CC1	-20.4%
CC1(C)C(=O)Nc2ccc(S(=O)(=O)N3CCCC(c4nn[nH]n4)C3)cc21 (stereo not drawn)	29.5%
CCc1ccc(NC(=O)C2CCCN(S(=O)(=O)c3cccc4nsnc34)C2)cc1 (stereo not drawn)	-11.5%
O=C(CC1CCCCC1)N1CCCC(c2noc(COc3ccccc3F)n2)C1 (stereo not drawn)	i
COc1ccccc1-c1nc2nccc(-c3ccc4c(c3)OCCCO4)n2n1	-16.7%
COC(=O)[C@H]1CN(C(=O)c2cccnc2)CCN1C(=O)N1CCOCC1	16.4%[44.1 µM]
CCc1cccc2c(C(CC(=O)NCCOC)c3ccc(OC)cc3OC)c[nH]c12 (stereo not drawn)	-7.7%
COc1ccc(-n2cnc3cc(C(=O)NC4CCCCCC4)ccc32)cc1	?
O=C(Cc1n[nH]c(=O)c2ccccc12)NC1CCCc2c1[nH]c1ccccc21 (stereo not drawn)	-17.5%
COc1ccc2cc(C3CN(C(=O)Cc4ccc(O)cc4)CCO3)ccc2c1 (stereo not drawn)	?
CCc1nc(-c2c3n(c(=O)n(CC(=O)NC4CCCCC4)c2=O)CCCC3)no1	i
Cc1ccccc1NC(=O)CN(c1ccc(Cl)cc1Cl)S(=O)(=O)c1ccccc1	74.9%[activator]
COc1cc(F)ccc1-c1ccc2c(n1)c(=O)ncn2CC1CC1	?
O=c1n(-c2cccc(Cl)c2)nc2n1CCN([S+](=O)([O-])c1ccccc1)C2	-4.3%

# Carrying on:
molecule	Pf Dd2 inh
CN1CCNc2cc(Nc3ccc(F)cc3)ncc2C1	i
Cc1ccc(-n2cc(C(=O)Oc3ccc(F)cc3)c3ccccc3c2=O)cc1	?
CN(C)c1ccc(C(=O)N2CCC[C@H]2c2nc(-c3ccc(F)cc3)no2)cc1	-10.2%
Cc1ccc(-n2ncc(C(=O)NCCCN3CCN(C)CC3)c2C2CCN(C(=O)OC(C)(C)C)CC2)cc1	i
Cc1cccnc1C(=O)N[C@@H]1CN(Cc2ccccc2)C[C@H]1CN(C)C	0.2%
COc1ccc(NC(=O)NC[C@H]2C[C@@H]3CCN2C[C@@H]3c2cc(C3CCCC3)nn2C)cc1	-34.8%

# Screening data: PubChem BioAssay, National Center for Advancing Translational Sciences (NCATS)

# Not all compounds are listed (hit frequency here may not be typical).
